Compound activity as filed in PubChem BioAssay.
WRN inhibitor = qHTS for Inhibitors of WRN Helicase | 360,000 compounds, 0.46% hits | WRN helicase unwinding, fluorescent forked duplex, kinetic | Potency, µM (highest dose often 114 µM), for the others: at the highest dose activity change, negative = inhibition, hits mostly inhibitors; note: potency is the fitted concentration of half-maximal effect; % is set by controls: 0 for no effect and ±100 for the full control effect; nearly all actives have a fitted effect of over 55% in size
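Kinetic red-fluorescence monitoring (525/598 nm) tracks WRN helicase activity after 100 nM fluorophore-quencher forked duplex and 2 mM ATP are added to 20 nM enzyme pretreated 15 min at room temperature with compound.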
IL-2 act = qHTS of IL-2 Activators | AID 652025, 2013 | IL-2 activation reporter assay, cell-based qHTS; stimulated with anti-CD3/CD4/CD28 beads; in transgenic mouse T cells | activation, % (series mostly up to about 46 µM) | 360,000 compounds, 0.065% hits; in the data active = activation above about 50%; inconclusive = mostly about 30% to 49%; note: 0% is about no effect
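Using fluorescent plate cytometry, EGFP and DsRed are detected in transgenic mouse T cells stimulated 18 h at 37 degrees C with antibody-coated beads after 60 min compound pretreatment.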
EPAC1 antag = qHTS for Antagonist of cAMP-regulated guanine nucleotide exchange factor 3 (EPAC1): primary screen | Rap guanine nucleotide exchange factor 3 (Homo sapiens), O95398 | EPAC1 GEF assay, Rap1b-BODIPY-GDP exchange fluorescence | Potency, µM (highest dose often 115 µM), for inactives: at the highest dose activity change, negative = inhibition, usual class: inhibitors | 360,000 compounds, 0.14% hits | AID 720709, 2013;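 note: potency is the fitted concentration of half-maximal effect; plate controls were vehicle for no effect and positive control for full effect; nearly all actives have a fitted effect of over 50% in size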
PLK1 PBD block = qHTS for Inhibitors of PLK1-PDB (polo-like kinase 1 - polo-box domain): Primary Screen | Serine/threonine-protein kinase PLK1 (Homo sapiens), P53350 | Plk1 PBD binding of FITC phosphopeptide, fluorescence polarization | Potency, µM, for the others: max response, negative = inhibition, actives largely listed as inhibitors | 360,000 compounds, 2.8% hits | AID 720504, 2013; note: potency is the fitted concentration of half-maximal effect; series mostly up to about 57 µM; % is set by controls: 0 for no effect and ±100 for the full control effect; nearly all actives have a fitted effect of over 65% in size
Target sequence (P53350 whole entry, looked up, the tested form may be a part): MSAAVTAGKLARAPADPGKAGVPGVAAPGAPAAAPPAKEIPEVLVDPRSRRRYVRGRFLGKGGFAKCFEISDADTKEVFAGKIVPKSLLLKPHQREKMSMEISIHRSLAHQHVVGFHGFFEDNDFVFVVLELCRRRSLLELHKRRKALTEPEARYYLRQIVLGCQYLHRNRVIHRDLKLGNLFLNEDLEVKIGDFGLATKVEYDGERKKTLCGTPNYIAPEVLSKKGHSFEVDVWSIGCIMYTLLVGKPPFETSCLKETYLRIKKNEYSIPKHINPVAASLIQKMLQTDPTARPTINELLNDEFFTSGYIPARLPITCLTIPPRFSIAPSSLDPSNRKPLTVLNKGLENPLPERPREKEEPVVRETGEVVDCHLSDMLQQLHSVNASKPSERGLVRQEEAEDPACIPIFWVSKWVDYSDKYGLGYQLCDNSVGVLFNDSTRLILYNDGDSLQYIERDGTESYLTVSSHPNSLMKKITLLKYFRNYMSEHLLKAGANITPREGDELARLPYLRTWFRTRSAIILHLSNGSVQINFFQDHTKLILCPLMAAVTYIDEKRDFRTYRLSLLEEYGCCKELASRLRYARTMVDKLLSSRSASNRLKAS
PI5P4Ka inh = qHTS for Inhibitors of phosphatidylinositol 5-phosphate 4-kinase (PI5P4K). Phosphatidylinositol 5-phosphate 4-kinase type-2 alpha (Homo sapiens), P48426. AID 652105, 2013. max response, %. PI5P4Kalpha enzyme, ADP-Glo luminescence, 60 min; stronger effect = lower value. 330,000 compounds, 1.2% hits; active = max response of -50% or lower; inconclusive = between -30% and -50%; inactive = -30% or higher; note: value at the top dose of about 77 µM; % is set by controls: 0 for no effect and ±100 for the full control effect
Target sequence (P48426 whole entry, looked up): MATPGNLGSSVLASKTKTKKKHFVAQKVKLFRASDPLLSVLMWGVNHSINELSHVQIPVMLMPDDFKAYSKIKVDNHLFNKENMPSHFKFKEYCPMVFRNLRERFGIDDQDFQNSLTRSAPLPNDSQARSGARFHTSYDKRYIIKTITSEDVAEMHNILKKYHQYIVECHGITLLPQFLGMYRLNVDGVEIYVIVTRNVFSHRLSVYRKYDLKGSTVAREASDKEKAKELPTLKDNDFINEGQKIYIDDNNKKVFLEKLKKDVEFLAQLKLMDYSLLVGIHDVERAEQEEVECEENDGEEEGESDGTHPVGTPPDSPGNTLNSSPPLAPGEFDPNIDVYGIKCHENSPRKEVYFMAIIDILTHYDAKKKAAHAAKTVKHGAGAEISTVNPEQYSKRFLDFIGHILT
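PI5P4Kalpha ADP-Glo assay; 5 microM ATP final; 60 min RT reaction; HEPES pH 7.4/EGTA/CHAPS, 5% DMSO; controls lacking substrate or enzyme; luminescent end-point.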
aSyn rescue = qHTS of alpha-syn Inhibitors | Yeast expressing alpha-synuclein, growth rescue, BacTiter-Glo, 24 h | Potency, µM (top dose mostly 46.1 µM), for the others: top-dose growth rescue (activation), actives largely listed as activators | 370,000 compounds, 0.14% hits; note: potency is the fitted concentration of half-maximal effect; % of control where 0% means no effect; nearly all actives have a fitted effect of over 65% in size
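Galactose-induced alpha-syn yeast (OD600=0.02, raffinose-pregrown) + pinned cpd, 24 hr, 30 deg C; growth by BacTiter-Glo luminescence. Growth restoration scores as activation.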
Abeta yeast res = qHTS for compounds that reverse cellular toxicity of Amyloid beta (A-beta) peptide in yeast: Primary Screen; yeast expressing A-beta42, growth rescue, OD600, 48 h; response scale: 0% DMSO, 100% iron-clioquinol control; Potency, µM (series often up to 46.1 µM), without a hit: top-dose growth rescue, hits mostly activators; 410,000 compounds, 0.063% hits; AID 1347071, 2019; note: potency is the fitted concentration of half-maximal effect; nearly all actives have a fitted effect of over 55% in size
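Growth rescue measured by 600 nm absorbance after 48 h yeast culture at 30 C with compound. Values normalized between DMSO and an equimolar ferric chloride plus clioquinol control.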
EPAC1 agonist = qHTS for Agonist of cAMP-regulated guanine nucleotide exchange factor 3 (EPAC1): primary screen; Rap guanine nucleotide exchange factor 3 (Homo sapiens), O95398; EPAC1 agonist qHTS, biochemical assay; response scale: 100% = response to 6.5 mM cAMP; Potency, µM (series often up to 154 µM), for inactives: at the top dose activation, hits mostly activators; 360,000 compounds, 0.073% hits; AID 720707, 2013; note: potency is the fitted concentration of half-maximal effect; nearly all actives have a fitted effect of over 60% in size
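Nucleotide exchange by EPAC1 (100 nM) on Rap1B–BODIPY-GDP (250 nM) in the presence of 50 uM GDP is tracked fluorescently at 480/540 nm over 30 min. Signals are normalized to a 6.5 mM cAMP control.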
FUS yeast rescue = qHTS for Suppressors of FUS Proteinopathy: Primary screen using FUS-linked yeast assay. Potency, µM (doses to about 76.6 µM), inactives show top-dose growth rescue (activation), most hits filed as activators. 390,000 compounds, 0.24% hits. S. cerevisiae FUS-expressing, growth rescue, OD600, 24 h;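 note: potency is the fitted concentration of half-maximal effect; plate controls were DMSO vehicle for no effect and reference control for full effect; nearly all actives have a fitted effect of over 55% in size; some results filed as inactive show a strong effect at the top dose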
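FUS-expressing yeast, raffinose-pregrown, induced in 2% galactose minimal medium at OD 0.005; compounds in a dilution series, 24hr at 30C. Growth restoration read as absorbance at 600 nm. CP55940 positive control, DMSO negative.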
Numbers without * were called inactive; ? = inconclusive; . = no result given; & = joins results of further samples; [ ] = another dose, or the depositor's remark. Unless noted, calls come from the whole dose curve; as a rule, active = well fitted curve in the direction sought with a large enough effect; inconclusive = small, poorly fitted or top-dose-only effect, or another doubt; inactive = no such curve, though single readings can be large; an effect the other way counts as inactive or inconclusive.

SMILES | WRN inhibitor | IL-2 act | EPAC1 antag | PLK1 PBD block | PI5P4Ka inh | aSyn rescue | Abeta yeast res | EPAC1 agonist | FUS yeast rescue
CS(=O)(=O)N(CC(=O)Nc1ccc(S(=O)(=O)N2CCOCC2)cc1)c1ccccc1Br | -34% | 5.3 | -27% | -12% | 1 | 9% | 1% | 5% | 18%
O=C1NCCc2cc3c(cc21)OCO3 | -7% | 1.0 | 3% | -6% | 5 | 6% | -7% | 0% | -5%
Cc1occc1C(=O)N1CCCC(N2CCN(c3cccc(Cl)c3)CC2)C1 (configuration not stated) | -35% | -5.6 | 14% | -10% | -10 | -8% | 9% | 0% | 17%
O=C(CSCc1c(Cl)cccc1Cl)Nc1ccc2c(c1)OCCO2 | 11% | -0.6 | -5% | -11% | 5 | 8% | -11% | 11% | .
COc1cc(SC)ccc1C(=O)OCC(=O)NC1CCCC1 | 0% | 0.3 | 8% | -8% | -2 | 12% | 20% | 6% | 8%
COC(=O)c1ccc(NC(=O)CS(=O)(=O)Cc2ccccc2)cc1 | -11% | -0.5 | -1% | 27µM* | -13 | -5% | -9% | 3% | 9%
CCn1cc(CN2CCC(n3nccc3NC(=O)c3ccccc3C)CC2)c(C)n1 | ? | -5.2 | -17% | -9% | 0 | -2% | 0% | 8% | .
NC(CO)C(=O)NNCc1ccc(O)c(O)c1O (configuration not stated) | -2%[11.6 µM] | 3.9 | 11% | 6.7µM* | -54* | 1%&-6% | -21% | -25% | -37%
CCCC(=O)Nc1ccccc1NC(=O)c1ccc(OC)cc1 | 4% | 3.2 | 10% | -20% | -5 | 0% | 17% | 13% | 4%
CCOC(=O)N1CCN(Cc2nc3c(c(=O)n(C)c(=O)n3C)n2CCC(C)C)CC1 | -5% | 1.5 | 2% | -8% | -4 | -4% | 5% | -2% | -14%
CCOC(=O)N1CCN(C(=O)CCn2c(=S)[nH]c3ccsc3c2=O)CC1 | -1% | 1.8 | 7% | -7% | -17 | 0% | -15% | 1% | 1%
CCCc1cc(C(=O)Cc2nc3ccccc3s2)c(O)cc1O | -7% | 1.0 | -9% | 1% | -21 | 1% | -1% | 3% | ?
COc1cccc(C(=O)NC(=S)N2c3ccccc3CC2C)c1OC (configuration not stated) | -3% | 0.2 | ? | -16% | -3 | -2% | -3% | 9% | 24%
COc1ccc(CCNc2nc(-c3cccnc3)nc3ccccc23)cc1OC | -12% | -6.3 | 2% | -10% | 0 | 1% | -10% | 6% | 13%
COc1cccc(NC(=O)CCN2CCOCC2)c1 | -19% | 1.1 | 4% | -3% | -7 | 1% | -12% | 2% | 6%
CCCC(=O)n1nc(-c2ccc(Cl)cc2)nc1SC | -6% | -4.2 | 4% | -16% | 1 | -7% | -8% | 3% | .
CCOC(=O)Nc1cccc(NC(=O)c2cc(OC)cc(OC)c2)c1 | -21% | 0.7 | -5% | -6% | . | 0% | -3% | 9% | 41%
Cc1cc(Cl)c2oc(C(=O)NCCN3CCCCC3CO)c(C)c2c1 (configuration not stated) | -2% | -2.2 | -12% | 0% | 3 | -1% | 5% | -3% | .
CCOC(=O)COc1ccc(S(=O)(=O)NCc2ccco2)cc1 | -6%[57.1 µM] | -0.1 | 0% | 0% | . | -9% | -10% | 7% | 18%
Cc1ccc(NS(=O)(=O)c2ccc(C(=O)NCCCN3CCOCC3)cc2)cc1 | 0% | -5.4 | -4% | -7% | -2 | 1% | 9% | 2% | -7%
COC(=O)c1cccc(N2C(=O)C3C4C=CC(CC4)C3C2=O)c1 (configuration not stated) | 1% | 0.0 | -17% | -5% | 9 | -6% | -8% | 1% | -13%
Cn1cc(S(=O)(=O)NC(c2ccccc2)c2ccccc2)c(=O)n(C)c1=O | -10% | 3.5 | -8% | -2% | 3 | 2% | 8% | 0% | 6%
O=C(COC(=O)CSc1ccc(F)cc1)NCc1ccco1 | -4% | -0.3 | 3% | -19% | -3 | 1% | 18% | 5% | -27%
CN(C)S(=O)(=O)c1ccc2nc(NC(=O)c3cccs3)sc2c1 | -5% | -0.8 | -10% | -1% | . | 4% | -5% | 0% | 19%
CCN1CCc2c(C#N)c(N3CCOCC3)nc(NCc3ccccc3)c2C1 | -6% | 0.7 | -5% | -2% | 1 | -10% | 10% | -9% | 5%

(continued)
SMILES | WRN inhibitor | IL-2 act | EPAC1 antag | PLK1 PBD block | PI5P4Ka inh | aSyn rescue | Abeta yeast res | EPAC1 agonist | FUS yeast rescue
O=C(c1ccc2c(=O)n(C3CCCC3)c(=S)[nH]c2c1)N1CCCCCC1 | -1% | -2.2 | -3% | -7% | 0 | 0% | -18% | 2% | 18%
Cc1cc(NC(=O)CCC(=O)N(c2ccccc2)C(C(=O)NC2CCCC2)c2ccccc2C)no1 (configuration not stated) | -1% | -3.8 | ? | 5% | -1 | 0% | 0% | 11% | 17%
C=C(C)Cn1c(SCCCO)nc2c1c(=O)[nH]c(=O)n2C | -3% | -1.0 | 5% | -9% | -8 | -11% | 5% | 4% | -14%
Cn1nc(CC(=O)NC2CCCCCC2)c2ccccc2c1=O | 1% | -4.7 | 5% | -2% | -2 | -3% | 0% | -1% | -8%
CC(=O)Nc1ccc(S(=O)(=O)NCCN2CCOCC2)cc1 | -5% | 1.5 | 9% | -9% | . | 2% | 14% | 3% | 22%
Cc1ccc(/C=N/NC(=O)CNC(=O)c2cccs2)cc1 | -2% | -0.6 | 12% | -6% | -21 | 3% | -6% | 9% | 6%
CCOc1ccc(-c2nnn(CC(=O)c3cc(OC)ccc3OC)n2)cc1 | -13% | -0.3 | -14% | -3% | 8 | 0% | 8% | 4% | 14%
CSc1nnc(-c2sccc2OCc2ccc(C)cc2)n1C | 6% | -2.5 | 5% | 2% | . | -11% | -14% | 3% | 18%
C=CCN(C(=O)CSc1nc2[nH]ncc2c(=O)n1-c1ccccc1OC)c1ccccc1 | -10% | -1.4 | -10% | -9% | . | -4% | -5% | 6% | 35%
Cc1cccc(N2CCN(C(=S)c3ccc4c(c3)OCO4)CC2)c1 | -10% | -0.1 | -2% | 11µM* | -6 | -14% | 5% | 0% | 15%
C[C@H](NC(=O)OC(C)(C)C)C(=O)N/N=C/c1ccc2nccnc2c1 | -14% | 0.2 | -2% | 0% | 1 | 2% | 4% | 11% | -4%
CCOC(=O)N1CCN(C(=O)c2ccc(S(=O)(=O)c3ccc(C)cc3)c(NC(C)=O)c2)CC1 | -1% | 0.9 | 4% | 0% | 11 | 8% | -4% | -3% | -11%
NC(=O)CC(NC(=O)Cc1ccc(Br)cc1)c1ccc(NCCN2CCCC2)c([N+](=O)[O-])c1 (configuration not stated) | -4% | -1.6 | -13% | -3% | 4 | 4% | 3% | 1% | -12%
O=C(OC1CC2CC1[C@H]1CCCCN1C2=O)N1CCOCC1 (some centres not stated) | 3% | 0.0 | 2% | -2% | 3 | -2% | -6% | 0% | -16%
CC1CCCCN1C(=O)C1CCCCN1S(=O)(=O)c1cccc([N+](=O)[O-])c1 (configuration not stated) | 0% | -2.5 | 9% | ? | 13 | -4% | -9% | -4% | 1%
C=CCNC(=S)N1CCN(CCN=Cc2c(C)[nH]n(-c3ccc([N+](=O)[O-])cc3)c2=O)CC1 | -5% | -0.6 | 1% | 0% | -7 | -16% | -28% | 4% | -5%
CCOc1ccc(NC(=O)c2c(NC(=O)CN3CCCC3)sc3c2CCC3)cc1 | -18% | -0.8 | 5% | -1% | 5 | -2% | -5% | 12% | .
COc1ccccc1C(=O)N/C(=C/c1ccc(Br)cc1)C(=O)NCCO | -11% | -3.3 | 1% | -13% | . | 7% | -11% | 9% | -2%
CCCN1CCC(NC(=S)Nc2ccc(OC)c(OC)c2)CC1 | -3% | 0.6 | -13% | -8% | -1 | -3% | -13% | -11% | -30%
Cc1sc2ncnc(N=Nc3c(O)[nH]c4ccccc34)c2c1C | -3% | 13 | 4% | 2% | 0 | 2% | 7% | -3% | -6%
CCc1nc2oc3cc(OC)ccc3c(=O)c2c(=O)n1Cc1ccccc1 | -4% | 2.0 | 0% | -1% | . | -2% | -3% | 5% | 23%
CCOC(=O)c1c(/N=C/N(C)C)sc(/C=N/Nc2ccccc2)c1-c1ccccc1 | -4% | ? | -12% | 24µM* | 1 | 1% | 1% | 5% | 12%
Cc1ccc(CNC(=O)CN2CCN(Cc3ccc(C)cc3)C2=O)cc1 | 2% | -0.4 | 3% | -5% | 3 | -5% | ? | -8% | -3%
O=c1cc(-c2ccsc2)oc2cc(-c3ccc4c(c3)OCO4)ccc12 | 25µM* | -4.5 | -13% | -14% | -9 | 2% | -5% | -4% | -10%
CC(C)N(CCc1ccncc1)C(=S)Nc1cccc(Cl)c1 | 1% | 1.8 | 8% | -4% | -3 | -1% | 2% | 2% | 4%
CCCCNC(=S)NNC(=O)c1ccc(Br)o1 | -2% | -0.5 | -15% | -5% | 7 | -4% | -12% | 5% | .
CCN(Cc1ccncc1)S(=O)(=O)c1ccc(C(C)=O)cc1 | -20% | -2.2 | -1% | 19µM* | . | 2% | 14% | 3% | 32%
CN(C(=O)C1CCC(=O)N(CCc2ccc(Cl)cc2)C1)C1CCOCC1 (configuration not stated) | -23% | -1.5 | -4% | -11% | 2 | 0% | -8% | 6% | .
CN1OC[C@@H]2CN(C(=O)CCc3ccccc3)[C@H](c3cccc(-c4ccc(C#N)cc4)c3)C[C@@H]21 | -2% | -0.3 | 0% | -7% | -4 | 8% | -23% | -1% | 36%
